Bioassay records from PubChem.
NR2E3 ag-1 = activates human photoreceptor nuclear receptor NR2E3; Q9Y5X4; GST-NR2E3/biotin-RetCOR TR-FRET, 1536-well; inhibition of corepressor binding, % at 4.78 µM; 320,000 tested, 0.12% active; AID 2300;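 active means percent inhibition above the cutoff of mean plus 3 SD of all tested compounds, set per screening campaign, cut at about 20% in these data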;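 further: 0% = DMSO wells and 100% = biotin wells as full block of FRET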
Target sequence (Q9Y5X4 whole entry, looked up): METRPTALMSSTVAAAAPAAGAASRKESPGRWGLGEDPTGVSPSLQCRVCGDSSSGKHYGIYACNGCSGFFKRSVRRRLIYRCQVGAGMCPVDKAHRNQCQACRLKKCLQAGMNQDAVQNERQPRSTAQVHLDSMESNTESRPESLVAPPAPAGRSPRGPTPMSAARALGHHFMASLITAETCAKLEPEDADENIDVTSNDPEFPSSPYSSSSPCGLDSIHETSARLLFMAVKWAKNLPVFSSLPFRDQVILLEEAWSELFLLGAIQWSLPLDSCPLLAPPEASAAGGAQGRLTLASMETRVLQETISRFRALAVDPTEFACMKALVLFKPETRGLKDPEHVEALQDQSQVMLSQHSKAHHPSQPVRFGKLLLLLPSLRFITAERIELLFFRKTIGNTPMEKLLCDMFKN
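Assay system: NR2E3–RetCOR corepressor complex. Quantity: 1.35 nM GST-NR2E3. Buffer or medium: pH 7.5 Tris-based buffer. Reagent: biotinylated RetCOR corepressor at 7 nM final. Schedule: 5 h at 4 °C. Detection: TR-FRET, emission read at 617 and 671 nm. Replicates: one well per compound, singlicate testing.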
hiPSC survival = enhancers of human iPSC single-cell survival; survival enhancement, % at 20 µM; 360,000 tested, 0.044% active; hiPSC single-cell survival, ATPlite luminescence; 100% = ROCK inhibitor wells, 0% = DMSO; AID 602274; in the data active means survival enhancement above about 18%;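 further: cells exposed to compounds for 16 hours before the ATP read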
aDG glyco up = increases alpha dystroglycan glycosylation. 360,000 tested, 0.22% active. activation, % at 10 µM. Pro5-aDG cells, alpha-DG glycosylation AlphaScreen (IIH6); 0% Pro5, 100% B10-LARGE cell signal;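 active means activation of at least 8% versus controls, or a plate z-score of at least 8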;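 further: Pro5 are CHO cells carrying HIG-tagged alpha-DG that lacks glycosylation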
Shn3 3UTR inh = reduces Shn3 3'UTR luciferase signal in osteoblasts. Clone20 osteoblast Shn3 3'UTR firefly luciferase, 24 h. inhibition, % at 12.5 µM. 360,000 tested, 0.52% active;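 active means mean inhibition of at least 75% with every replicate also reaching 75%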;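 further: 0% = median of neutral control wells and 100% = pilot-screen positive control compound; some compounds past the cut are filed as inactive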
MITF TRPM1 inh = reduces MITF-dependent TRPM1 promoter luciferase signal; SK-MEL-5 TRPM1 promoter luciferase, 24 h; inhibition, % at 12.5 µM; 330,000 tested, 0.83% active; AID 488899;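 active means mean inhibition across replicates of 60% or more, whatever share of single replicates reaches that level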; further: values of inactives mirror those of a sister screen read the other way
Peg3 prom inh = Peg3 promoter activity inhibition | 360,000 tested, 1.7% active | inhibition, % at 20 µM | HeLa PEG-Prom luciferase reporter, luminescence, overnight;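 active means inhibition of at least 50% at 20 µM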
HIF-2a inh = HIF-2a inhibition. 360,000 tested, 0.72% active. AID 624352. inhibition, % at 18.8 µM. 786-0 RCC cells HIF-2a reporter, luciferase luminescence, overnight;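 active means inhibition of the luminescence signal of 40% or more relative to plate controls, in a single-dose primary screen at 18.75 µM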
KKLEB tox = counter-screen for CF NF-kB inhibitors: cytotoxicity; AID 602141; activity change (cytotoxicity), % at 5 µM; 360,000 tested, 0.36% active; KKLEB CF airway cells viability, ATPlite luminescence, overnight; stronger effect = lower value; cells stimulated with P. aeruginosa culture filtrate;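 active means corrected activity change at or below -50% at 5 µM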
CF NFkB block = blocks PAF-induced NF-kB reporter in cystic fibrosis cells; KKLEB NF-kB-GFP reporter, GFP fluorescence overnight; inhibition, % at 5 µM; 360,000 tested, 0.86% active;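 active means at least 50% inhibition at 5 µM, scaled per plate between neutral and stimulator controls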;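 further: PAF is a Pseudomonas aeruginosa culture filtrate used as stimulus; plate controls were PAF-stimulated DMSO wells for no effect and unstimulated DMSO wells for full effect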
TWEAK Fn14 block = blocks TWEAK-Fn14 interaction in a reporter cell assay. 360,000 tested, 2% active. inhibition, % at 10 µM. TWEAK-stimulated Fn14 reporter cells, luciferase luminescence, 8 h; in the data active means inhibition above about 50%
NR2E3 ag-2 = activates human NR2E3 receptor; inhibition of corepressor binding, % at 3.98 µM; 360,000 tested, 0.35% active; AID 602229; CHO-S Gal4-NCOR/VP16-NR2E3 two-hybrid, luciferase; Q9Y5X4;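 active means inhibition above the mean of all tested compounds plus 3 SD, cut at about 70% in these data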;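 further: 0% = DMSO with NR2E3 transfected cells and 100% = cells lacking NR2E3 construct; higher means lower luciferase signal from less NR2E3 corepressor binding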
* marks the source's active call; other numbers are inactive results.

Start of the listing, in advance (two entries):
Screening N#Cc1c(-c2ccccc2)ccnc1N1CCOCC1 returned NR2E3 ag-1 1, hiPSC survival 5.6, aDG glyco up 0.2, Shn3 3UTR inh -18, MITF TRPM1 inh -8, Peg3 prom inh -16, HIF-2a inh -40, KKLEB tox -3, CF NFkB block 6, TWEAK Fn14 block 2 and NR2E3 ag-2 -6.
CN(CCOc1ccc(Br)cc1)C(=O)CNC(=O)c1ccc2ccccc2c1 was read as NR2E3 ag-1 0, hiPSC survival 0.1, aDG glyco up 0.2, Shn3 3UTR inh 10, MITF TRPM1 inh 12, Peg3 prom inh 7, HIF-2a inh 5, KKLEB tox -10, CF NFkB block -22, TWEAK Fn14 block 16 and NR2E3 ag-2 6.

The list itself, from the start:
Screening N#Cc1c(-c2ccccc2)ccnc1N1CCOCC1 returned NR2E3 ag-1 1, hiPSC survival 5.6, aDG glyco up 0.2, Shn3 3UTR inh -18, MITF TRPM1 inh -8, Peg3 prom inh -16, HIF-2a inh -40, KKLEB tox -3, CF NFkB block 6, TWEAK Fn14 block 2 and NR2E3 ag-2 -6.
CN(CCOc1ccc(Br)cc1)C(=O)CNC(=O)c1ccc2ccccc2c1 was read as NR2E3 ag-1 0, hiPSC survival 0.1, aDG glyco up 0.2, Shn3 3UTR inh 10, MITF TRPM1 inh 12, Peg3 prom inh 7, HIF-2a inh 5, KKLEB tox -10, CF NFkB block -22, TWEAK Fn14 block 16 and NR2E3 ag-2 6.
Screening CON(C)S(=O)(=O)c1cccc(C(=O)Nc2cccc(S(=O)(=O)NC3=NCCCCC3)c2)c1 returned hiPSC survival 0.0, aDG glyco up 0.0, Shn3 3UTR inh 9, MITF TRPM1 inh 12, Peg3 prom inh 28, HIF-2a inh 0, KKLEB tox 8, CF NFkB block 13, TWEAK Fn14 block 13 and NR2E3 ag-2 12.
For COc1ccc(N(CC(=O)N2CCc3ccccc3C2)S(=O)(=O)c2c(C)[nH]c(=O)[nH]c2=O)cc1 the results were NR2E3 ag-1 1, hiPSC survival 1.1, aDG glyco up -0.2, Shn3 3UTR inh -10, Peg3 prom inh 10, HIF-2a inh 20, KKLEB tox 25, CF NFkB block -8, TWEAK Fn14 block 1 and NR2E3 ag-2 -6.
`CC(C(=O)Nc1cc([N+](=O)[O-])ccc1Cl)N1CCN(c2ccccc2O)CC1` (stereo not drawn) gave NR2E3 ag-1 -2, hiPSC survival 0.3, aDG glyco up 0.2, Shn3 3UTR inh 19, MITF TRPM1 inh 16, Peg3 prom inh 31, HIF-2a inh 23, KKLEB tox -11, CF NFkB block 15, TWEAK Fn14 block 29 and NR2E3 ag-2 -12.
`Cc1cc(C)c(OCC(=O)Nc2ccc3c(c2)OCO3)cc1C` gave NR2E3 ag-1 29*, hiPSC survival -1.1, aDG glyco up 0.0, Shn3 3UTR inh -45, MITF TRPM1 inh -52, Peg3 prom inh -109, HIF-2a inh -116, KKLEB tox -5, CF NFkB block -3, TWEAK Fn14 block -32 and NR2E3 ag-2 -5.
`Cc1ccc(OCCNC(=O)CNC(=O)c2ccc3c(c2)OCO3)cc1` gave NR2E3 ag-1 1, hiPSC survival -0.2, aDG glyco up 0.0, Shn3 3UTR inh 0, MITF TRPM1 inh -3, Peg3 prom inh -14, HIF-2a inh -19, KKLEB tox 9, CF NFkB block -4, TWEAK Fn14 block 4 and NR2E3 ag-2 -9.
For CSCCOC(=O)c1[nH]c2c(c1C)C(=O)CC(c1ccco1)C2 (stereo not drawn) the results were NR2E3 ag-1 0, hiPSC survival 2.5, aDG glyco up -0.1, Shn3 3UTR inh 78, MITF TRPM1 inh 13, Peg3 prom inh -7, HIF-2a inh -14, KKLEB tox 9, CF NFkB block 26, TWEAK Fn14 block 6 and NR2E3 ag-2 -52.
COc1ccc(-c2cc3ccc(OCC(=O)NCC4CCC(C(=O)O)CC4)cc3oc2=O)cc1 (stereo not drawn) was read as NR2E3 ag-1 1, hiPSC survival -5.2, aDG glyco up 0.0, Shn3 3UTR inh -57, MITF TRPM1 inh -35, Peg3 prom inh -138, HIF-2a inh -128, KKLEB tox 12, CF NFkB block 0, TWEAK Fn14 block -2 and NR2E3 ag-2 -2.
Screening COC(=O)Cn1c(C(O)c2ccccc2)nc2ccccc21 (stereo not drawn) returned NR2E3 ag-1 2, hiPSC survival 0.6, aDG glyco up -0.3, Shn3 3UTR inh -3, MITF TRPM1 inh -2, Peg3 prom inh -15, HIF-2a inh -7, KKLEB tox 1, CF NFkB block 2, TWEAK Fn14 block -6 and NR2E3 ag-2 -22.
`O=C(N/N=C/c1cccc2cccnc12)[C@H]1C[C@@H]1c1ccccc1` gave NR2E3 ag-1 3, hiPSC survival 1.3, aDG glyco up 0.0, Shn3 3UTR inh 12, MITF TRPM1 inh 7, Peg3 prom inh 12, HIF-2a inh -10, KKLEB tox 0, CF NFkB block 2, TWEAK Fn14 block -18 and NR2E3 ag-2 14.
For Cc1ccc(C(=O)c2c[nH]cc2-c2ccccc2)cc1 the results were NR2E3 ag-1 -1, hiPSC survival -1.5, aDG glyco up -0.1, Shn3 3UTR inh 18, MITF TRPM1 inh -17, Peg3 prom inh -21, HIF-2a inh -40, KKLEB tox 0, CF NFkB block 5, TWEAK Fn14 block 6 and NR2E3 ag-2 -7.
Screening COc1ccccc1CC(=O)NC1CCC(C)CC1 (stereo not drawn) returned NR2E3 ag-1 -1, hiPSC survival 0.7, aDG glyco up 0.2, Shn3 3UTR inh -7, MITF TRPM1 inh -7, Peg3 prom inh -6, HIF-2a inh 10, KKLEB tox 1, CF NFkB block 18, TWEAK Fn14 block -10 and NR2E3 ag-2 -2.
O=C(c1ccccc1)c1ccc(Sc2ccc([N+](=O)[O-])cc2)cc1 was read as NR2E3 ag-1 0, hiPSC survival -0.8, aDG glyco up 0.1, Shn3 3UTR inh 28, MITF TRPM1 inh -3, Peg3 prom inh 3, HIF-2a inh -26, KKLEB tox -3, CF NFkB block 19, TWEAK Fn14 block 13 and NR2E3 ag-2 -4.
Screening O=c1c(Cl)c(N2CCOCC2)cnn1-c1nc2ccccc2[nH]1 returned NR2E3 ag-1 -1, hiPSC survival -2.1, aDG glyco up 0.2, Shn3 3UTR inh -91, MITF TRPM1 inh -31, Peg3 prom inh -135, HIF-2a inh -172, KKLEB tox 2, CF NFkB block 4, TWEAK Fn14 block 30 and NR2E3 ag-2 -99.
Screening CC(OC(=O)c1ccccc1NCCO)C(=O)Nc1ccc(S(=O)(=O)N2CCOCC2)cc1 (stereo not drawn) returned NR2E3 ag-1 -2, hiPSC survival -0.4, aDG glyco up 0.0, Shn3 3UTR inh -2, MITF TRPM1 inh 20, Peg3 prom inh -21, HIF-2a inh -46, KKLEB tox -11, CF NFkB block -4, TWEAK Fn14 block -2 and NR2E3 ag-2 -16.
Screening Cc1noc(C)c1S(=O)(=O)N1CCCC(C(=O)NCc2ccccn2)C1 (stereo not drawn) returned NR2E3 ag-1 -2, hiPSC survival -3.4, aDG glyco up 0.1, Shn3 3UTR inh -1, MITF TRPM1 inh -4, Peg3 prom inh -2, HIF-2a inh 5, KKLEB tox 2, CF NFkB block -1, TWEAK Fn14 block 0 and NR2E3 ag-2 7.
For O=C(CSc1ccc(F)cc1)NC1CCCCC1 the results were NR2E3 ag-1 1, hiPSC survival -4.8, aDG glyco up 0.2, Shn3 3UTR inh -98, MITF TRPM1 inh -51, Peg3 prom inh -184, HIF-2a inh -114, KKLEB tox 7, CF NFkB block 2, TWEAK Fn14 block -23 and NR2E3 ag-2 -48.
Screening COc1ccc(-c2n[nH]c(=S)n2CC(C)C)cc1 returned NR2E3 ag-1 -4, hiPSC survival 1.7, aDG glyco up -0.1, Shn3 3UTR inh -2, MITF TRPM1 inh -2, Peg3 prom inh 6, HIF-2a inh 12, KKLEB tox -2, CF NFkB block 5, TWEAK Fn14 block -4 and NR2E3 ag-2 7.
For CC(NC(N)=O)C(=O)Nc1ccc(Cl)c(S(=O)(=O)Nc2ccc(Br)cc2)c1 (stereo not drawn) the results were NR2E3 ag-1 -3, hiPSC survival 1.2, aDG glyco up 0.2, Shn3 3UTR inh 12, MITF TRPM1 inh 3, Peg3 prom inh 11, HIF-2a inh 14, KKLEB tox 0, CF NFkB block -4, TWEAK Fn14 block 4 and NR2E3 ag-2 -3.
`CCNC(=O)C1(C)CCN(C(=O)c2ccccc2OC(F)(F)F)C1` (stereo not drawn) gave hiPSC survival 3.4, aDG glyco up 0.1, Shn3 3UTR inh -54, Peg3 prom inh 5, HIF-2a inh 9, KKLEB tox -13, CF NFkB block 5, TWEAK Fn14 block 1 and NR2E3 ag-2 -8.
COc1ccc(C(=O)CC(=O)C(=O)Nc2ccc(OC)c(Cl)c2)cc1 was read as NR2E3 ag-1 1, hiPSC survival 0.8, aDG glyco up 0.1, Shn3 3UTR inh -8, MITF TRPM1 inh 4, Peg3 prom inh -2, HIF-2a inh -11, KKLEB tox -4, CF NFkB block -3, TWEAK Fn14 block 7 and NR2E3 ag-2 -22.
CCOC(=O)c1sc2ccccc2c1OC(=O)c1ccc(C)cc1 was read as NR2E3 ag-1 -5, hiPSC survival 6.3, aDG glyco up -0.2, Shn3 3UTR inh 15, MITF TRPM1 inh 16, Peg3 prom inh 5, HIF-2a inh -34, KKLEB tox 3, CF NFkB block 18, TWEAK Fn14 block 48 and NR2E3 ag-2 -2.
For COc1ccc(-c2cc(C(=O)Nc3sc4c(c3C#N)CCCC4)c3ccccc3n2)cc1 the results were NR2E3 ag-1 -3, hiPSC survival -1.3, aDG glyco up 0.0, Shn3 3UTR inh -10, MITF TRPM1 inh 16, Peg3 prom inh 11, HIF-2a inh -24, KKLEB tox 5, CF NFkB block 2, TWEAK Fn14 block -18 and NR2E3 ag-2 -25.
Screening CCOc1ccc(S(=O)(=O)N2CCCC(C(=O)N3CCOCC3)C2)cc1 (stereo not drawn) returned NR2E3 ag-1 0, hiPSC survival -0.7, aDG glyco up 0.4, Shn3 3UTR inh 24, MITF TRPM1 inh 0, Peg3 prom inh 6, HIF-2a inh 1, KKLEB tox 9, CF NFkB block 10, TWEAK Fn14 block 15 and NR2E3 ag-2 35.
`Cc1cccc(C)c1NC(=S)N(CCN(C)C)Cc1cccs1` gave NR2E3 ag-1 5, hiPSC survival -0.6, aDG glyco up 0.1, Shn3 3UTR inh -8, MITF TRPM1 inh 6, Peg3 prom inh 3, HIF-2a inh 5, KKLEB tox -12, CF NFkB block -8, TWEAK Fn14 block 8 and NR2E3 ag-2 10.
`CCC(=O)c1ccc(OCc2ccc(C(=O)OC)cc2)cc1` gave NR2E3 ag-1 0, hiPSC survival 1.0, aDG glyco up 0.9, Shn3 3UTR inh -25, MITF TRPM1 inh 4, Peg3 prom inh 22, HIF-2a inh 15, KKLEB tox -5, CF NFkB block 19, TWEAK Fn14 block 15 and NR2E3 ag-2 -133.
